EPAC1 antagonist: blocks human EPAC1 exchange factor. O95398. EPAC1 GEF assay, Rap1b-BODIPY-GDP exchange fluorescence. Potency, µM (titrated, usually from 115 µM), for the others: at the top dose activity change, negative = inhibition, most hits filed as inhibitors. hit rate 0.14% among 360,000. AID 720709;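 also: potency is read from the fitted curve at half-maximal effect; plate controls were vehicle for no effect and positive control for full effect; nearly all actives have a fitted effect of over 50% in size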
PI5P4Ka inh: blocks human PI5P4K alpha kinase activity. PI5P4Kalpha enzyme, ADP-Glo luminescence, 60 min; active compounds read low. max response, %. hit rate 1.2% among 330,000. AID 652105; active = max response of -50% or lower; inconclusive = between -30% and -50%; inactive = -30% or higher; also: value at the top dose of about 77 µM; % is scaled to controls: 0 for no effect and ±100 for the full control effect
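ADP-Glo luminescence end-point after a 60 min room-temperature kinase reaction. PI5P4Kalpha and substrate in HEPES pH 7.4 buffer with EGTA, 0.1% CHAPS and 5% DMSO; ATP at 5 microM final.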
PLK1 PBD block: PLK1 (human) polo-box domain binding inhibition | P53350 | hit rate 2.8% among 360,000 | Plk1 PBD binding of FITC phosphopeptide, fluorescence polarization | Potency, µM, without a hit: max response, negative = inhibition, usual class: inhibitors; also: potency is read from the fitted curve at half-maximal effect; series mostly up to about 57 µM; % is scaled to controls: 0 for no effect and ±100 for the full control effect; nearly all actives have a fitted effect of over 65% in size
WRN helicase inh: blocks human WRN helicase; WRN helicase unwinding, fluorescent forked duplex, kinetic; Potency, µM (titrated, usually from 114 µM), for the others: at the highest dose activity change, negative = inhibition, actives largely listed as inhibitors; AID 651768; hit rate 0.46% among 360,000; also: potency is read from the fitted curve at half-maximal effect; % is scaled to controls: 0 for no effect and ±100 for the full control effect; nearly all actives have a fitted effect of over 55% in size
Target sequence (Q14191 whole entry, looked up): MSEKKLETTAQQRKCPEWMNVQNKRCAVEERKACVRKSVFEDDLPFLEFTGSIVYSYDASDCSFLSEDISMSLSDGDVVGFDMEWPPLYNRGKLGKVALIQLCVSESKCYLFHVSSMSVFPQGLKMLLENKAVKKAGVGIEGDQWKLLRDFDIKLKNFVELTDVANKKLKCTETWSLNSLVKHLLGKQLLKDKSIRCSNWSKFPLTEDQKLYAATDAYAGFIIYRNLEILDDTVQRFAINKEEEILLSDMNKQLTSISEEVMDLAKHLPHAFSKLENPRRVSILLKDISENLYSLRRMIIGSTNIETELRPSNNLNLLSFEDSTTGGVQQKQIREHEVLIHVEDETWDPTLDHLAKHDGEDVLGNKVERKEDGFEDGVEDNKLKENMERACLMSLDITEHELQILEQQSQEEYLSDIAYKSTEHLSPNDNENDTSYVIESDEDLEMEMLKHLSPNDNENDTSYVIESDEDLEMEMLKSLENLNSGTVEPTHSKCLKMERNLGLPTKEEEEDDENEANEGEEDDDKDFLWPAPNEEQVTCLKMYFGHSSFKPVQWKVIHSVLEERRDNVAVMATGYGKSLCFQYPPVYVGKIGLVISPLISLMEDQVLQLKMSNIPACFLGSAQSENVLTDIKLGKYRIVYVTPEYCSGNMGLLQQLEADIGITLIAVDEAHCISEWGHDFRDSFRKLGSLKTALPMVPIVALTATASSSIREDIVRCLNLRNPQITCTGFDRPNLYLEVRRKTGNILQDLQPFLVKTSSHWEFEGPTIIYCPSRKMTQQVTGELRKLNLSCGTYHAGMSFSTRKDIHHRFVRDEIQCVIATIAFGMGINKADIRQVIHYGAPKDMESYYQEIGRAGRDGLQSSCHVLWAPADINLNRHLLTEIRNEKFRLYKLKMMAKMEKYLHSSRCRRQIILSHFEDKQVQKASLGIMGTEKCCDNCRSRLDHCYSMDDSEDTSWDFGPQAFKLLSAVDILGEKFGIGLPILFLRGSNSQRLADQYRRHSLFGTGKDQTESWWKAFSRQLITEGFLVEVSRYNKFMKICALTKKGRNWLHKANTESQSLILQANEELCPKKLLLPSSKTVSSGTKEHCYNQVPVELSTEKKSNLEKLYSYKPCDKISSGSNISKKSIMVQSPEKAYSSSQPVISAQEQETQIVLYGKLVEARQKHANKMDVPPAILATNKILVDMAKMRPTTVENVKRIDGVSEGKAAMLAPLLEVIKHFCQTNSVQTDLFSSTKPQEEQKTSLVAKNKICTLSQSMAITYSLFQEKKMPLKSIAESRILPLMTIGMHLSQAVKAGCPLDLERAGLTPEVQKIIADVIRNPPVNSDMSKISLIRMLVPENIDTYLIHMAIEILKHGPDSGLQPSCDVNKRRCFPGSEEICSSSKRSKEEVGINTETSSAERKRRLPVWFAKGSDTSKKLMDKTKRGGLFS
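Fluorescence dequenching readout, ex 525 nm/em 598 nm, kinetic mode: forked duplex DNA (100 nM final) with adjacent fluorophore and quencher unwound by WRN (20 nM final) with 2 mM ATP. Compound preincubation 15 min, room temperature.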
IL-2 act: activates IL-2 in a cell-based reporter assay; IL-2 activation reporter assay, cell-based qHTS; stimulated with anti-CD3/CD4/CD28 beads; in transgenic mouse T cells; activation, % (series mostly up to about 46 µM); hit rate 0.065% among 360,000; AID 652025; in the data active = activation above about 50%; inconclusive = mostly about 30% to 49%; also: 0% is about no effect
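First, unstimulated transgenic mouse T cells were exposed to compound for 60 min. Next, anti-CD3/anti-CD4-coated beads with anti-CD28 were added. Finally, after 18 h at 37 degrees C, EGFP and DsRed were imaged.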
EPAC1 agonist: activates human EPAC1 exchange factor; O95398; EPAC1 agonist qHTS, biochemical assay; response scale: 100% = response to 6.5 mM cAMP; Potency, µM (top dose mostly 154 µM), for inactives: top-dose activation, usual class: activators; hit rate 0.073% among 360,000; AID 720707; also: potency is read from the fitted curve at half-maximal effect; nearly all actives have a fitted effect of over 60% in size
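Multi-concentration qHTS readout: loss of Rap1B-bound BODIPY-GDP fluorescence driven by 100 nM EPAC1 with excess GDP (50 uM), monitored kinetically at room temperature; agonist response expressed relative to 6.5 mM cAMP.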
Abeta yeast res: compounds reversing amyloid beta toxicity in yeast; yeast expressing A-beta42, growth rescue, OD600, 48 h; response scale: 0% DMSO, 100% iron-clioquinol control; Potency, µM (series often up to 46.1 µM), for inactives: top-dose growth rescue, hits mostly activators; hit rate 0.063% among 410,000; also: potency is read from the fitted curve at half-maximal effect; nearly all actives have a fitted effect of over 55% in size
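Growth rescue measured by 600 nm absorbance after 48 h yeast culture at 30 C with compound. Values normalized between DMSO and an equimolar ferric chloride plus clioquinol control.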
FUS suppressor: FUS proteinopathy suppression in yeast; S. cerevisiae FUS-expressing, growth rescue, OD600, 24 h; Potency, µM (top dose mostly 76.6 µM), for inactives: at the highest dose growth rescue (activation), actives largely listed as activators; hit rate 0.24% among 390,000; AID 1347120;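 also: potency is read from the fitted curve at half-maximal effect; plate controls were DMSO vehicle for no effect and reference control for full effect; nearly all actives have a fitted effect of over 55% in size; some results filed as inactive show a strong effect at the top dose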
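Compound concentration series was pinned onto galactose-induced FUS-expressing yeast seeded at OD 0.005. Plates sat 24hr at 30C; absorbance at 600 nm gave growth. DMSO served as background control.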
Starred values were filed as active, the others as inactive; u = inconclusive; x = no result given; [ ] = remark or other dose. Unless noted, calls follow the shape of the dose curve; as a rule, active = well fitted curve in the direction sought with a large enough effect; inconclusive = small, poorly fitted or top-dose-only effect, or another doubt; inactive = no such curve, though single readings can be large; an effect the other way counts as inactive or inconclusive.

#1 CC1=C(C(=O)Nc2ccccn2)C(c2cn(C)nc2C)C2=C(CCCC2=O)N1 (stereo unspecified)
#2 CCC(=O)c1ccc(OCC(=O)OC(C)C(=O)N2CCc3ccccc32)cc1 (stereo unspecified)
#3 CCOC(=O)c1cc(-c2cccc([N+](=O)[O-])c2)n[nH]1
#4 CC1(C)Cc2c(C#N)c(N3CCN(C(=O)c4ccccc4)CC3)nc(-c3ccco3)c2CS1
#5 CC(=O)Nc1ccc(S(=O)(=O)Nc2nc3ccccc3nc2N2CCCCCC2)cc1
#6 COc1ccc(S(=O)(=O)NCC(c2ccc(C)cc2)N2CCN(C)CC2)cc1OC (stereo unspecified)

assay / entry	1	2	3	4	5	6
EPAC1 antagonist	-8.0%	-16.4%	-4.3%	-20.2%	15.8%	4.4%
PI5P4Ka inh	-7.0	8.2	2.4	u	3.4	-3.1
PLK1 PBD block	-7.6%	-5.3%	0.4%	u	-6.8%	-1.3%
WRN helicase inh	6.4%	-1.2%	-28.8%	u	-8.6%	0.8%
IL-2 act	0.3	-4.2	-1.8	-1.1	1.2	-0.6
EPAC1 agonist	4.2%	-1.9%	0.4%	1.5%	17.3%	27.2%
Abeta yeast res	-24.2%	-0.1%	u	-8.7%	-0.6%	4.0%
FUS suppressor	9.0%	-10.0%	7.1%	25.9%	u	5.6%

#7 COCCN(Cc1ccc(C)cc1)C(=O)[C@H]1O[C@@H](n2cnc3c(N)ncnc32)[C@H](O)[C@@H]1O
#8 CCCCC(CC)CNC(=O)CC1Nc2c3ccccc3nc(=S)n2C1=O (stereo unspecified)
#9 CCN1C(=O)N(C)[C@@H](c2ccccc2)C(C(C)=O)=C1C
#10 COc1cc(OC)c(OC)cc1CNCC1COc2ccccc2O1 (stereo unspecified)
#11 CCN(CC(=O)O)S(=O)(=O)c1cc(Cl)ccc1Cl
#12 O=S(=O)(Nc1ccc(Br)cc1)c1cccc2nonc12

assay / entry	7	8	9	10	11	12
EPAC1 antagonist	-2.9%	6.3%	0.4%	-5.7%	13.6%	10.8%
PI5P4Ka inh	-1.5	6.5	0.0	10.5	6.3	2.2
PLK1 PBD block	-2.0%	-7.8%	-4.8%	-5.8%	-0.1%	-7.1%
WRN helicase inh	-10.2%	-4.1%	-1.6%	-5.4%	0.3%	-7.6%
IL-2 act	-0.1	-0.3	1.3	0.5	-0.4	-0.3
EPAC1 agonist	6.9%	-5.8%	-4.9%	-16.3%	-3.8%	12.4%
Abeta yeast res	-5.7%	-8.7%	-17.9%	-18.6%	11.0%	-19.7%
FUS suppressor	-2.2%	23.1%	-22.4%	-8.0%	-12.4%	-2.6%

Overlap with the part before: three compounds; new compounds follow.
#10 COc1cc(OC)c(OC)cc1CNCC1COc2ccccc2O1 (stereo unspecified)
#11 CCN(CC(=O)O)S(=O)(=O)c1cc(Cl)ccc1Cl
#12 O=S(=O)(Nc1ccc(Br)cc1)c1cccc2nonc12
#13 Cc1cc(=O)oc2cc(OCC(=O)OC(C)C(=O)NC3CCCC3)ccc12 (stereo unspecified)
#14 CCOC(=O)CNC(=O)c1sc2ncnc(N3CCc4ccccc4C3)c2c1C
#15 CCOc1ccc(/C=N/NC(=O)c2ccccc2C)cc1CN1CC2CC(C1)c1cccc(=O)n1C2 (stereo unspecified)
#16 CCOCCCNC(=O)C(c1ccc(C)cc1)N(Cc1cccs1)C(=O)c1ccccc1O (stereo unspecified)
#17 CCCCCCC(=O)Oc1ccc(N2C(=O)CCC2=O)cc1
#18 COc1ccc(-c2cc(CNc3nc4cc(-c5ccccc5C)sc4c(=O)n3C)on2)cc1

assay / entry	10	11	12	13	14	15	16	17	18
EPAC1 antagonist	-5.7%	13.6%	10.8%	2.1%	-29.5%	-6.1%	-7.1%	-0.7%	-5.2%
PI5P4Ka inh	10.5	6.3	2.2	-6.8	-3.3	-1.8	0.7	-7.2	33.5
PLK1 PBD block	-5.8%	-0.1%	-7.1%	u	-10.8%	0.0%	-13.9%	1.6%	4.8%
WRN helicase inh	-5.4%	0.3%	-7.6%	-1.8%	-17.5%	2.3%	-31.4%	3.6%[57.1 µM]	4.0%
IL-2 act	0.5	-0.4	-0.3	-1.0	0.5	0.4	-0.8	-4.2	-1.0
EPAC1 agonist	-16.3%	-3.8%	12.4%	4.9%	-2.0%	-5.2%	-8.4%	2.1%	-6.1%
Abeta yeast res	-18.6%	11.0%	-19.7%	19.6%	u	-15.0%	2.2%	2.2%	-5.1%
FUS suppressor	-8.0%	-12.4%	-2.6%	1.4%	x	-16.8%	39.0%	0.9%	19.0%

#19 c1ccc2nc(N3CCN(Cc4ccc5c(c4)OCO5)CC3)cnc2c1
#20 Cn1c(=O)c2c(ncn2CC(=O)N/N=C/c2ccc(Br)s2)n(C)c1=O
#21 CCC(=O)Nc1ccccc1C(=O)OCC(=O)Nc1ccc(S(N)(=O)=O)cc1
#22 CCCCN(C(=O)CN1C(=O)C2CCCCC2C1=O)c1c(N)n(CCC)c(=O)[nH]c1=O (stereo unspecified)
#23 O=C(NC1(C(F)(F)F)NC(=O)N(c2ccc(F)cc2)C1=O)c1ccncc1 (stereo unspecified)
#24 Cc1cccc(C)c1OCC(=O)Nc1ccncc1

assay / entry	19	20	21	22	23	24
EPAC1 antagonist	-19.0%	-13.0%	-1.3%	7.4%	-21.4%	2.2%
PI5P4Ka inh	-2.8	5.0	x	2.2	-0.6	5.4
PLK1 PBD block	-6.6%	-5.0%	-5.4%	-0.2%	-2.8%	-3.1%
WRN helicase inh	-2.4%	4.8%	-3.0%	-7.2%	-2.6%	-18.2%
IL-2 act	-0.7	-1.7	-2.3	-0.1	-1.8	-0.2
EPAC1 agonist	-6.0%	3.0%	6.9%	-25.2%	-6.6%	0.1%
Abeta yeast res	-11.3%	-5.3%	4.5%	-9.7%	4.5%	-8.1%
FUS suppressor	20.8%	8.5%	3.1%	9.4%	x	-13.0%

#25 COCCCNC(=O)Cc1ccc(-n2c(C)nc3cccnc32)cc1
#26 C/C(=N\NC(=O)CSCc1ccccc1Cl)c1cccc(NC(=O)c2ccccc2)c1
#27 Cc1c(C(=O)N2CCN(c3ccccc3)CC2)oc2c(Cl)cccc12
#28 Cc1ccc(-c2csc3ncnc(N4CCN(S(=O)(=O)c5cccs5)CC4)c23)cc1
#29 CC(=O)Nc1cc(N2C(=O)CCC2=O)ccc1Cl
#30 COc1cccc(CCN2C(=O)C(=O)N([C@@H](CNCc3ccccc3)Cc3ccccc3F)C[C@@H]2C(C)(C)C)c1

assay / entry	25	26	27	28	29	30
EPAC1 antagonist	-14.0%	-1.6%	4.6%	-13.2%	2.8%	3.1%
PI5P4Ka inh	-11.1	0.9	21.8	1.2	9.2	-1.8
PLK1 PBD block	-7.0%	1.6%	-2.2%	0.9%	-6.4%	-10.7%
WRN helicase inh	-13.0%	-2.0%	2.4%	-13.9%	8.0%	-2.9%
IL-2 act	-2.6	-2.9	0.2	-2.7	5.8	-0.6
EPAC1 agonist	-3.5%	-0.5%	3.6%	8.6%	-2.3%	-15.8%
Abeta yeast res	-10.8%	-5.2%	-10.7%	-5.3%	11.6%	3.9%
FUS suppressor	-15.7%	20.2%	32.8%	x	-0.2%	-3.2%

#31 COCCNC(=O)c1cccc(OC2CCN(Cc3ccc(F)cc3OC)CC2)c1
#32 NN=C1c2ccccc2C(=O)C1C(=O)C(c1ccccc1)c1ccccc1 (stereo unspecified)
#33 COC(=O)c1sc(NC(=O)CSc2nc3cccnc3n2C)nc1C
#34 O=C(COc1ccc(/C=N/NC(=O)c2ccncc2)cc1)Nc1ccccc1
#35 COc1ccc(C)cc1NC(=O)C(=O)c1cn(CC(=O)N2CCCC2)c2ccccc12
#36 COC(=O)Nc1nnc(-c2ccccc2OC)s1

assay / entry	31	32	33	34	35	36
EPAC1 antagonist	6.8%	u	-5.9%	-13.2%	11.1%	-6.0%
PI5P4Ka inh	8.6	-51.2*	-2.9	1.1	7.0	-8.2
PLK1 PBD block	-1.8%	15.1%	-2.7%	-11.7%	4.1%	0.5%
WRN helicase inh	-0.8%	50.1µM*	-7.6%	-21.4%	-24.8%	-5.7%
IL-2 act	0.5	3.3	-0.1	-0.2	-5.2	-5.4
EPAC1 agonist	3.3%	-1.4%	7.0%	5.0%	7.4%	0.0%
Abeta yeast res	3.6%	2.3%	-4.9%	5.1%	-1.7%	-24.9%
FUS suppressor	-18.8%	4.5%	8.3%	29.4%	x	16.0%

#37 Cc1ccc(CN2CCSc3ccc(C(=O)NC4CCN(Cc5ccccc5)CC4)cc32)cc1
#38 C=CCc1ccc2oc(C(=O)OCC)cc(=O)c2c1O
#39 Clc1cccc(N/N=C/c2ccc(N3CCOCC3)s2)c1
#40 CCNC(=O)C1(C)CCN(C(=O)c2ccc3c(c2)CCO3)C1 (stereo unspecified)
#41 CC(C)N(C(C)C)S(=O)(=O)c1ccc(NN)nc1
#42 Cc1ccc(CCNC(=O)CS(=O)Cc2nc(-c3ccccc3F)oc2C)cc1 (stereo unspecified)
#43 COC(=O)c1ccccc1NC1OC(=O)c2ccccc21 (stereo unspecified)
#44 CCOc1cc(C#N)c(NC(=O)CSc2nnnn2-c2ccc(OC)cc2)cc1OCC

assay / entry	37	38	39	40	41	42	43	44
EPAC1 antagonist	-5.8%	11.4%	5.9%	-10.9%	1.9%	-3.0%	9.2%	-17.2%
PI5P4Ka inh	0.6	-5.4	11.0	3.1	-4.6	-2.8	0.3	0.1
PLK1 PBD block	-12.8%	3.7%	-8.8%	-8.2%	-0.9%	u	-2.1%	-6.9%
WRN helicase inh	-5.5%	-9.0%	2.8%	1.6%	-10.2%	-5.8%	2.5%	-12.3%
IL-2 act	-3.1	1.2	-1.9	-0.3	-0.7	0.3	0.0	-0.8
EPAC1 agonist	0.2%	-4.7%	4.9%	3.6%	-12.0%	4.8%	1.9%	-19.2%
Abeta yeast res	-5.1%	-7.5%	-7.6%	-20.3%	-14.7%	-6.3%	-9.6%	-7.3%
FUS suppressor	1.7%	-19.5%	x	-21.8%	24.7%	-5.0%	-16.0%	27.9%

Screening data: PubChem BioAssay, National Center for Advancing Translational Sciences (NCATS)
